# TNAP inh noacc – human TNAP enzyme inhibitors, primary screen, biochemical, luminescent, no phosphate acceptor, uHTS; Alkaline phosphatase, tissue-nonspecific isozyme (Homo sapiens), P05186; purified TNAP, CDP-star luminescence, 30 min; inhibition, % at 20 µM; 0.26% of 200,000 active;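 active = tissue-nonspecific alkaline phosphatase inhibition above about 50% at 20 µM in the single-dose screen, limit read from the data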;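 note: 0% = DMSO negative control and 100% = EDTA positive control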
# Target sequence (P05186 whole entry, looked up): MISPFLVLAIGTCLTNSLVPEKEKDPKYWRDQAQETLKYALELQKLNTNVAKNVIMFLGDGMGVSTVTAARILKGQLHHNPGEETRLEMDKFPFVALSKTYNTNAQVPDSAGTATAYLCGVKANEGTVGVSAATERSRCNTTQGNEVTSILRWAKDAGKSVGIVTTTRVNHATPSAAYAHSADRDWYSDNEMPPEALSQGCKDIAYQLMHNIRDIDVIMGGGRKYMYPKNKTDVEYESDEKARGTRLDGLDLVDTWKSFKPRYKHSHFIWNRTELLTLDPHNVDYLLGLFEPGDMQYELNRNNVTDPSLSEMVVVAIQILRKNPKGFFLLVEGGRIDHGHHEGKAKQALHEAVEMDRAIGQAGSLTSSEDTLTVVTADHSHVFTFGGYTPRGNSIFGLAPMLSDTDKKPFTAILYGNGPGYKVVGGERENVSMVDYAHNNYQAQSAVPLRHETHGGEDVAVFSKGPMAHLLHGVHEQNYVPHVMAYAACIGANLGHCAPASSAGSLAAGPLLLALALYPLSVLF
# PPARg SRC2 recr – agonists of PPARg-SRC-2 recruitment, primary screen, biochemical, HTS | Peroxisome proliferator-activated receptor gamma (Homo sapiens), P37231 | PPARgamma LBD-SRC-2 recruitment | activation, % at 8 µM | 0.34% of 200,000 active | AID 1032, 2008; in the data active = activation above about 22%;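 note: 0% = vehicle and 100% = reference agonist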
# Target sequence (P37231 whole entry, looked up, the tested form may be a part): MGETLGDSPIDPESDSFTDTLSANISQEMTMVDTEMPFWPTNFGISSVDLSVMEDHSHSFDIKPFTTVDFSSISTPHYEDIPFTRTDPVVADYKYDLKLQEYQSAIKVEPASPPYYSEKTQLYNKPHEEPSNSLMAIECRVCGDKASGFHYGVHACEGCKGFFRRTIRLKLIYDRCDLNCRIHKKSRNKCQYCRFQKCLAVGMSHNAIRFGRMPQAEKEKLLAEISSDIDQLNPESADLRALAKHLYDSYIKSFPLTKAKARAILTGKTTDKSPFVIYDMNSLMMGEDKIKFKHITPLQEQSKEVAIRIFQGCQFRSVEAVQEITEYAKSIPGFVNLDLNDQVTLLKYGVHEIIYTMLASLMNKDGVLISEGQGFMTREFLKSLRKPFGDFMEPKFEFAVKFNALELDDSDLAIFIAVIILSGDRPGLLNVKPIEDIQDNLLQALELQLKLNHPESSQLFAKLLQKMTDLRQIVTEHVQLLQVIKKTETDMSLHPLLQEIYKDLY
# HMGR II inh – inhibitors of E. faecalis class II HMGR, primary screen, biochemical, Enterococcus faecalis | purified E. faecalis HMGR, NADPH absorbance 340 nm kinetic | inhibition, % at 10 µM | 0.41% of 190,000 active | AID 1066, 2008;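 active = inhibition above a set limit, the median over all tested compounds plus 3 SD, cut at about 9.5% in these data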;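 note: enzyme runs in reverse so mevalonate oxidation gives rising NADPH absorbance; 0% = complete reaction with DMSO and 100% = background rate lacking mevalonate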
# bIAP activator – bovine intestinal alkaline phosphatase activators, primary screen, biochemical, bovine IAP, CDP-star luminescence. alkaline phosphatase, intestinal [Bos taurus]. purified bovine IAP, 30 min; stronger effect = higher value; fold of DMSO-control signal, blank-subtracted. 0.17% of 200,000 active. activation factor at 20 µM;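 active = activation factor of 2 or more at 20 µM, a signal rise over negative controls twice the positive control's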
# PPARg SRC-3 ag – PPARgamma agonists recruiting SRC-3 coactivator, primary screen, biochemical; biochemical PPARgamma/SRC-3 coactivator recruitment assay; Peroxisome proliferator-activated receptor gamma (Homo sapiens), P37231; activation, % at 8 µM; AID 731, 2007; 0.26% of 200,000 active; in the data active = activation above about 23%;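 note: 0% = DMSO and 100% = reference agonist; some compounds past the cut are filed as inactive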
# bIAP inh – bovine intestinal alkaline phosphatase inhibitors, primary screen, selectivity assay for TNAP inhibitor project, biochemical, bovine IAP, CDP-star luminescence | purified bovine IAP, 30 min | inhibition, % at 20 µM | 190,000 tested, under 10 active | AID 1019, 2008;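 active = over 50% inhibition of intestinal alkaline phosphatase at 20 µM in the single-dose screen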
#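 Assay system: bovine IAP enzyme; medium: DEA buffer 100 mM, pH 9.8, with MgCl2 1.0 mM, ZnCl2 0.02 mM; doses: 20 µM single dose; incubation: enzyme reaction for 30 min at room temperature; detection: CDP-star luminescence signal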
# TR-FRET SRC-2 ct – TR-FRET signal artefacts, primary screen, artefact control for PPARgamma SRC-2 agonist project, biochemical; TR-FRET artefact counter-screen; stronger effect = higher value; 0.4% of 200,000 active; TR-FRET ratio at 8 µM; in the data active = TR-FRET ratio above about 2000; note: inactives centre near 1500
# PPARg SRC1 recr – PPARgamma agonists recruiting SRC-1 coactivator, primary screen, biochemical. Peroxisome proliferator-activated receptor gamma (Homo sapiens), P37231. 0.41% of 200,000 active. activation, % at 8 µM. PPARgamma-SRC-1 coactivator recruitment biochemical assay; in the data active = activation above about 19%;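 note: 0% = DMSO and 100% = reference agonist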
# TNAP inh hi DEA – human TNAP enzyme inhibitors, primary screen, biochemical, luminescent, high phosphate acceptor level, uHTS; Alkaline phosphatase, tissue-nonspecific isozyme (Homo sapiens), P05186; purified TNAP, CDP-star luminescence, 1 M DEA; inhibition, % at 20 µM; 0.03% of 200,000 active;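 active = over 50% inhibition of tissue-nonspecific alkaline phosphatase at 20 µM in the single-dose screen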;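 note: plate controls were DMSO wells for no effect and EDTA-quenched wells as full inhibition for full effect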
# TNAP act hi DEA – TNAP activators at high phosphate acceptor level, primary screen, biochemical, luminescence, uHTS; Alkaline phosphatase, tissue-nonspecific isozyme (Homo sapiens), P05186; activation factor at 20 µM; 200,000 tested, under 10 active; purified TNAP, CDP-star luminescence, 1 M DEA, 30 min; stronger effect = higher value; 0 = EDTA background, 1 = DMSO-only activity;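 active = activation factor at least 2 at 20 µM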
#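 Assay system: human TNAP; Input: enzyme diluted 1/800 final; Reagent: CDP-star luminogenic substrate at 100 µM final; Timing: 30 min, room temperature; Signal: luminescence; Evaluation: TNAP activation factor scaled between EDTA and DMSO control wells.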
# Starred values were filed as active, the others as inactive.
SMILES,TNAP inh noacc,PPARg SRC2 recr,HMGR II inh,bIAP activator,PPARg SRC-3 ag,bIAP inh,TR-FRET SRC-2 ct,PPARg SRC1 recr,TNAP inh hi DEA,TNAP act hi DEA
Cc1cc(-c2cc(C(=O)O)c3ccccc3n2)c(C)s1,-5,2,-1,0.9,-1,6,1477,-5,-3,1
CC(CC(=O)O)CC(=O)Nc1ccc(S(N)(=O)=O)cc1 (centres undefined),-6,0,0,0.9,-13,7,1538,-1,1,1
COc1ccccc1NC(=S)N(Cc1ccc(C)cc1)Cc1cccnc1,-12,4,-4,0.8,9,18,1537,0,-3,1
O=C(c1cc(Cl)ccc1[N+](=O)[O-])N1CCc2ccccc2C1,-9,6,1,1,5,3,1713,-1,3,1
CSc1nnc(Cc2cc(=O)[nH]c(=O)[nH]2)n1-c1cccc(C)c1,-13,-7,-3,0.9,5,14,1262,-4,-3,1
CC(O)c1c(OCc2ccccc2)ncnc1OCc1ccccc1 (centres undefined),-6,6,-2,0.9,-3,9,1483,-1,-10,1.1
Cc1ccc2nsnc2c1S(=O)(=O)N(CCO)Cc1cc2cc3c(cc2[nH]c1=O)OCCO3,10,-3,-6,0.9,3,10,1616,4,1,1
O=C1NN(c2ccccc2)C(=O)/C1=C/c1ccc(-c2ccc(Cl)c(C(=O)O)c2)o1,19,9,-6,0.8,1,23,1489,6,20,0.8
O=C(NCc1n[nH]c(=S)n1-c1ccc(Br)cc1)c1ccc(S(=O)(=O)N2CCOCC2)cc1,1,22*,-7,1.1,4,-14,1713,5,-3,1
Cc1cc(C(=O)OCC(=O)N2CCN(C(=O)c3ccco3)CC2)c(C)n1-c1ccc(F)cc1,-8,5,-1,1,0,-1,1580,7,-8,1.1
O=C(NCCCC(=O)N1CCOCC1)c1cccnc1,-4,0,-5,0.9,7,10,1850,5,-2,1
C=CCNCC(=O)N1N=C(c2ccc3ccccc3c2)CC1c1ccc(OC)cc1 (centres undefined),7,7,-4,1.1,3,-6,1709,1,-3,1
Nc1[nH]c(N=NC(=O)c2ccc(Cl)cc2)c2ccccc12,-148,2,1,0.9,-4,8,1552,7,2,1
COc1cc(/C=C2\S/C(=N/S(=O)(=O)c3ccc(C)cc3)NC2=O)c([N+](=O)[O-])cc1OC,1,9,-6,0.9,12,13,1713,4,4,1
COc1ccc(C(=O)c2ccc(OC)c(N)c2)cc1N,-11,7,-14,0.9,12,8,1709,9,-8,1.1
COc1ccc(-c2cc3c(nn2)-c2ccccc2C3=O)cc1,-7,0,-6,1.1,-5,-10,1646,2,1,1
CCCn1nnc(NC(=O)c2ccc(F)cc2)n1,-4,19,-5,1,-3,5,1618,0,-3,1
COc1ccc(-c2noc(CN(C)Cc3ccc(C)o3)n2)cc1,-9,-4,2,1,0,3,1610,-1,-8,1.1
O=C(CSc1nncs1)NC(=O)NC1CCCC1,-8,-1,-1,0.9,1,6,1600,-1,1,1
COC(=O)C1=NNC(C(=O)c2ccco2)C1c1ccc(OC)cc1 (centres undefined),-11,-2,-2,0.9,0,6,1542,-1,-5,1.1
O=C(c1ccco1)N1CCN(C(=S)NC2CC3CCC2C3)CC1 (centres undefined),-6,1,0,1.1,4,-14,1559,5,-3,1
CN1OC(CC(=O)O)N(c2ccc(Cl)cc2)C1=O (centres undefined),-12,-1,0,1,-13,5,1446,-4,-5,1
O=C(Nc1ccc(F)cc1)N1CCN(CCc2ccccc2)CC1,-11,-5,-1,1.1,1,-7,1492,-4,-4,1
COc1cccc(C(=O)Cn2c(N3CCCCC3)nc3c2c(=O)n(C)c(=O)n3C)c1,-3,3,-1,1,-5,-3,1303,-6,-1,1
CCc1nnc(NC(=O)CN2C(=O)/C(=C/c3cc(OC)c(OC)c(OC)c3)SC2=S)s1,-5,5,-4,0.9,4,5,1617,7,-1,1
CCc1ccc(C2=NN(CCC(=O)NC(C)c3ccc4c(c3)OCCO4)C(=O)CC2)cc1 (centres undefined),-12,2,-1,1,5,-3,1616,9,-1,1
CCSCc1nnc(SCC(=O)Nc2ccc(OC)cc2)n1C,-6,6,0,1.1,8,-7,1537,-1,-6,1.1
CCCCOC(=O)Nc1nc(C)c(C(=O)OCC)s1,-8,-1,-3,0.9,0,14,1667,3,-6,1.1
C=CCN(CC=C)C(=O)Nc1ccc2nc(C)sc2c1,-12,-4,-2,1,0,-4,1410,3,-4,1
COc1cc2[nH]c(=O)n(CCC(=O)NCCC(C)C)c(=O)c2cc1OC,-2,2,-5,1,1,-2,1533,0,-2,1

# 13 structures from above, ordered by number of heavy atoms, rising.
SMILES,TNAP inh noacc,PPARg SRC2 recr,HMGR II inh,bIAP activator,PPARg SRC-3 ag,bIAP inh,TR-FRET SRC-2 ct,PPARg SRC1 recr,TNAP inh hi DEA,TNAP act hi DEA
CN1OC(CC(=O)O)N(c2ccc(Cl)cc2)C1=O (centres undefined),-12,-1,0,1,-13,5,1446,-4,-5,1
C=CCN(CC=C)C(=O)Nc1ccc2nc(C)sc2c1,-12,-4,-2,1,0,-4,1410,3,-4,1
Nc1[nH]c(N=NC(=O)c2ccc(Cl)cc2)c2ccccc12,-148,2,1,0.9,-4,8,1552,7,2,1
COc1ccc(-c2cc3c(nn2)-c2ccccc2C3=O)cc1,-7,0,-6,1.1,-5,-10,1646,2,1,1
CSc1nnc(Cc2cc(=O)[nH]c(=O)[nH]2)n1-c1cccc(C)c1,-13,-7,-3,0.9,5,14,1262,-4,-3,1
COC(=O)C1=NNC(C(=O)c2ccco2)C1c1ccc(OC)cc1 (centres undefined),-11,-2,-2,0.9,0,6,1542,-1,-5,1.1
CC(O)c1c(OCc2ccccc2)ncnc1OCc1ccccc1 (centres undefined),-6,6,-2,0.9,-3,9,1483,-1,-10,1.1
COc1cc2[nH]c(=O)n(CCC(=O)NCCC(C)C)c(=O)c2cc1OC,-2,2,-5,1,1,-2,1533,0,-2,1
COc1ccccc1NC(=S)N(Cc1ccc(C)cc1)Cc1cccnc1,-12,4,-4,0.8,9,18,1537,0,-3,1
COc1cccc(C(=O)Cn2c(N3CCCCC3)nc3c2c(=O)n(C)c(=O)n3C)c1,-3,3,-1,1,-5,-3,1303,-6,-1,1
COc1cc(/C=C2\S/C(=N/S(=O)(=O)c3ccc(C)cc3)NC2=O)c([N+](=O)[O-])cc1OC,1,9,-6,0.9,12,13,1713,4,4,1
O=C(NCc1n[nH]c(=S)n1-c1ccc(Br)cc1)c1ccc(S(=O)(=O)N2CCOCC2)cc1,1,22*,-7,1.1,4,-14,1713,5,-3,1
Cc1cc(C(=O)OCC(=O)N2CCN(C(=O)c3ccco3)CC2)c(C)n1-c1ccc(F)cc1,-8,5,-1,1,0,-1,1580,7,-8,1.1

# Following part
SMILES,TNAP inh noacc,PPARg SRC2 recr,HMGR II inh,bIAP activator,PPARg SRC-3 ag,bIAP inh,TR-FRET SRC-2 ct,PPARg SRC1 recr,TNAP inh hi DEA,TNAP act hi DEA
Brc1cccc(OCCOCCn2ccnc2)c1,9,3,-3,0.9,0,10,1499,2,-3,1
O=C(CSc1nc2c(c(=O)n1-c1ccc(Br)cc1)SCC2)Nc1nccs1,-6,-3,-3,1,-1,3,1578,2,-2,1
Cc1cc(C)n2nc(S(=O)(=O)N(C)c3ccccc3)nc2n1,-6,8,-8,0.9,17,10,1663,5,3,1
N#C/C(=C\c1ccc2c(c1)OCO2)C(=O)NCc1ccco1,-10,11,-5,1,6,1,1662,4,-4,1
Cc1c(NC(=O)CN2C(=O)NC(C)(c3ccc4c(c3)OCCO4)C2=O)c(=O)n(-c2ccccc2)n1C (centres undefined),-16,-9,-2,0.9,4,8,1740,-3,-5,1
CC(C)=CC(=O)OCC(=O)Nc1ccc(Cl)cn1,-5,8,2,0.9,-6,7,1614,-3,-2,1
CCOC(=O)C1CCCN(Cc2c(C(=O)N3CCCCC3)nc3c(C)cccn23)C1 (centres undefined),-4,7,-5,1.1,1,-14,1690,12,-3,1
O=C(CN1C(=O)c2ccccc2C1=O)NCC(=O)OCC(=O)c1cccc([N+](=O)[O-])c1,-11,-13,0,0.7,-3,26,1595,-6,-4,1
O=C(NCCCN1CCOCC1)c1c(O)c2ccccc2[nH]c1=O,-12,-5,1,1,-9,4,1484,6,-5,1.1
CSC(=S)N/N=C/c1c[nH]c2ccccc12,-7,6,-3,0.8,-5,16,1550,7,-2,1
CNC(=S)Nc1ccc(C)cc1,-2,4,-4,1,4,-4,1533,2,1,1
O=c1[nH][nH]c(=O)c2c(NS(=O)(=O)c3ccccc3)cccc12,-4,-7,-3,1.2,4,-24,1657,6,-5,1.1
COc1ccc(-c2nnc(SCc3ccccn3)n2C)cc1,-10,3,-10,0.8,0,19,1650,6,-2,1
COc1ccc(NS(=O)(=O)c2ccc(NC(=O)c3ccc(N(C)S(C)(=O)=O)cc3)cc2)cc1,-8,-6,0,0.9,-3,7,1524,-1,-5,1
CC(=O)Nc1ccc(S(=O)(=O)NCC(=O)OC(C)c2ccccc2Cl)cc1 (centres undefined),-7,-5,0,1.1,-6,-7,1405,3,-3,1
Cn1cc(CCC(=O)N2CCCC(C(=O)c3ccc(C(C)(C)C)cc3)C2)cn1 (centres undefined),-4,-4,-1,1,2,-4,1512,5,0,1
CC(=O)OC1(C(F)(F)F)Oc2ccccc2NC1=O (centres undefined),-12,-4,3,1,2,-3,1589,-1,-4,1
O=C(NC(=S)NCc1cccnc1)c1ccccc1,-16,-2,-2,0.6,-1,41,1472,1,2,1
O=C(CSc1nnnn1-c1ccc(Cl)cc1)NNC(=O)c1ccc([N+](=O)[O-])cc1,-58,6,-4,0.8,0,16,1633,1,-1,1
C=CCn1cc(/C=N/NC(=O)COc2cccc3cccnc23)c2ccccc21,-13,7,-2,0.9,-1,13,1592,6,1,1
COc1ccc(NC(=O)C2CCCN2C(=O)NCc2ccccc2)c(OC)c1 (centres undefined),-12,-8,-2,1,3,0,1514,-7,-3,1
COc1ccc(NC(=O)N2CCCC2C(=O)Nc2ccccc2)cc1 (centres undefined),-5,-2,-11,1,21,4,1635,2,-2,1
